# APJ antag: antagonists of human apelin receptor APJ, primary screen, CHO-K1 cells, beta-arrestin complementation, luminescence. 330,000 compounds, 0.32% hits. inhibition, % at 20 µM;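 active means inhibition above about 40% at 20 µM, limit read from the data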;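 further: cells challenged with 10 nM apelin-13 agonist together with compound; plate controls were apelin-13 plus DMSO wells for no effect and DMSO wells lacking apelin-13 for full effect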
# Target sequence (P35414 whole entry, looked up): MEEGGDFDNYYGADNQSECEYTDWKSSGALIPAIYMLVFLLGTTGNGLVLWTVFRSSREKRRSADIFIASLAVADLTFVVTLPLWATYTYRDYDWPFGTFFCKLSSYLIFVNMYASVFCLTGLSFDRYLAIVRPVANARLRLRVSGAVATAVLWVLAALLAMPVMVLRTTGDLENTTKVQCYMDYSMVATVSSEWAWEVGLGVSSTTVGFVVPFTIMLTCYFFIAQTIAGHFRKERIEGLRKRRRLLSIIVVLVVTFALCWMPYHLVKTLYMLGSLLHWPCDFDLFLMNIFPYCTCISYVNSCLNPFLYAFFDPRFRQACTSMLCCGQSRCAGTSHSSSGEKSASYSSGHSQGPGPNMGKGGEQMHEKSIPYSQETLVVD
# EBI2 block: EBI2 receptor antagonists, beta-arrestin recruitment, primary screen, cell-based, luminescence, 7a,25-OHC stimulation, uHTS; G-protein coupled receptor 183 (Homo sapiens), P32249; 7a,25-OHC stimulated; inhibition, % at 5 µM; 360,000 compounds, 0.81% hits; in the data active means inhibition above about 38%;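 further: enzyme fragment complementation signal reports receptor beta-arrestin coupling in cells; 0% = agonist plus DMSO wells and 100% = wells without agonist; some results beyond the cut were filed as inactive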
# 697 NFkB inh: inhibitors of PMA/ionomycin-induced NF-kB reporter, 697 cells, primary screen, B-cell NF-kB inhibitor project, cell-based, luminescence, uHTS. 697 B-cell NF-kB luciferase reporter, 16 h. inhibition, % at 4 µM. 330,000 compounds, 0.33% hits. AID 435022, 2010; in the data active means inhibition above about 35%
# Jurkat NFkB inh: inhibitors of induced NF-kB luciferase reporter, primary screen, TCR NF-kB activation inhibitor project, cell-based, luminescence, uHTS; inhibition, % at 4 µM; AID 435003, 2010; Jurkat, PMA/ionomycin-induced NF-kB luciferase reporter; 330,000 compounds, 0.53% hits; in the data active means inhibition above about 50%
# UBC13 polyUb: UBC13 polyubiquitin chain formation inhibitors, primary screen, biochemical, TR-FRET, uHTS | inhibition, % at 20 µM | Ubiquitin-conjugating enzyme E2 N (Homo sapiens), P61088 | 330,000 compounds, 0.47% hits | AID 485273, 2010; in the data active means inhibition above about 45%, passing the limit was not always enough
# Target sequence (P61088 whole entry, looked up): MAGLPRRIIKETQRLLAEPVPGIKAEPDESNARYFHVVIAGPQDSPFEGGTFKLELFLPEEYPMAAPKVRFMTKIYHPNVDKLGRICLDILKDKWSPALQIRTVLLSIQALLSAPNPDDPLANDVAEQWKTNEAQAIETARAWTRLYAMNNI
# Gli-Sufu antag: Gli-Sufu pathway antagonists, primary screen, luciferase luminescence, Sufu-KO-LIGHT cells, uHTS; Sufu-KO-LIGHT fibroblasts, Gli luciferase reporter luminescence; inhibition, % at 5 µM; 340,000 compounds, 0.74% hits; AID 588413, 2011;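 active means inhibition above about 55%, limit read from the data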;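 further: 0% = DMSO-treated cells and 100% = wells with medium but no cells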
# CCR6 antagonist: CCR6 receptor antagonists, primary screen, cell-based, CHO-K1, luminescence, beta-arrestin, uHTS. C-C chemokine receptor type 6 (Homo sapiens), P51684. CHO-K1 CCR6 PathHunter beta-arrestin, CCL20-stimulated. inhibition, % at 20 µM. 340,000 compounds, 0.49% hits. AID 493098, 2011;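 active means compounds whose inhibition of the agonist-driven luminescence signal at 20 µM reaches about 50%, limit read from the data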;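 further: cells stimulated with CCL20 at 14 nM final; plate controls were DMSO with CCL20 for no effect and DMSO without agonist for full effect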
# CXCR6 block: CXCR6 receptor inhibitors, primary screen, cell-based, beta-arrestin, luminescence, CHO-K1 PathHunter, 1536-well | C-X-C chemokine receptor type 6 (Homo sapiens), O00574 | 360,000 compounds, 0.36% hits | inhibition, % at 20 µM; in the data active means inhibition above about 34%, passing the limit was not always enough;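 further: antagonist mode with CXCL16 agonist at 10 nM final; 0% = 10 nM CXCL16 with DMSO and 100% = unstimulated wells without agonist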
# Target sequence (O00574 whole entry, looked up): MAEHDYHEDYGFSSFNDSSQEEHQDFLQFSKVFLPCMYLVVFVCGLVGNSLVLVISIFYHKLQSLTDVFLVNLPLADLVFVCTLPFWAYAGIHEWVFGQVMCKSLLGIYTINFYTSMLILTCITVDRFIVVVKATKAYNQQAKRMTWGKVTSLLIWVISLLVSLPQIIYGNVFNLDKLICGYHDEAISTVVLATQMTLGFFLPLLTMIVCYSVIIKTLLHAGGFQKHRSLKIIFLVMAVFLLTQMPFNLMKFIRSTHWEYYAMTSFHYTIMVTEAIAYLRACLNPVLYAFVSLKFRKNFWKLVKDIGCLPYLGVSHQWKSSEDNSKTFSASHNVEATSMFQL
# * = called active by the depositor; . = no result given.
SMILES,APJ antag,EBI2 block,697 NFkB inh,Jurkat NFkB inh,UBC13 polyUb,Gli-Sufu antag,CCR6 antagonist,CXCR6 block
CN(c1ccc(C(=O)Nc2ccc(Cl)cn2)cc1)S(=O)(=O)c1ccccc1,0,50*,-7,12,14,2,16,-1
CCOC(=O)c1cnc(SCCc2ccccc2)nc1N,15,-1,-152,-103,-6,-113,11,5
CCOc1ccc(C)cc1-n1nc2ccccc2n1,12,-3,8,-18,3,4,4,-2
CCOc1ccccc1-c1nc(C(N)=O)c2[nH]c(=O)n(-c3ccccc3)c2n1,4,2,25,-13,15,7,0,11
Cc1ccc(CSC(Nc2ccc(F)cc2)=C(C#N)C#N)cc1,-15,-13,11,-14,-11,48,2,-6
COc1ccccc1N1CCN(C(=O)C2c3ccccc3Oc3ccccc32)CC1,3,20,-29,55*,-4,5,41,5
COc1ccc(-c2cc(-c3cccs3)c(C#N)c(SCC(=O)NCc3ccccc3)n2)cc1,10,13,-28,47,8,11,11,7
CCCc1cc(=O)[nH]c(SCC(=O)Nc2ccccc2C#N)n1,-3,-17,18,8,4,3,-5,-9
CS(=O)(=O)c1ccc(Cl)c(NC(=O)COC(=O)CCc2c[nH]c3ccccc23)c1,-4,-22,23,0,5,-4,10,-8
O=C(N/N=C/C=C/c1ccccc1)C1CC1(c1ccccc1)c1ccccc1 (stereo unspecified),-10,5,4,-5,-14,1,-4,5
O=C(COC(=O)CCNS(=O)(=O)c1ccc2c(c1)OCCO2)NC1CCCc2ccccc21 (stereo unspecified),-8,4,10,-8,4,7,2,-5
O=C(COc1ccccc1Br)Nc1ccc(S(=O)(=O)N2CCCC2)cc1,6,1,-1,2,-6,-5,9,1
O=C(CN1CCN(C2CCS(=O)(=O)C2)CC1)N1N=C(c2ccc(Cl)cc2)CC1c1ccco1 (stereo unspecified),-5,-23,27,12,2,12,3,-10
COc1ccc(-c2nn(-c3ccccc3)cc2CNC[C@H]2O[C@@H](n3cnc4c(N)ncnc43)[C@H](O)[C@@H]2O)cc1,11,-4,-28,-3,12,12,-1,-11
Cc1ccc(S(=O)(=O)Nc2ccc3ccccc3n2)cc1,-12,-8,-40,2,-8,-4,9,-1
COc1ccc(-c2csc(Nc3ccc(S(=O)(=O)Nc4cc(OC)nc(OC)n4)cc3)n2)cc1,3,-1,-6,0,-9,16,8,0
CCOC(=O)/C(C#N)=C/c1cn(CCC(=O)O)nc1-c1ccc(Cl)cc1,14,-11,10,7,-9,-8,-3,0
CCc1ccc(NC(=S)N2CCC(NC(=O)C3CCCCC3)CC2)cc1,5,3,7,13,3,-25,-5,-4
O=C1COc2ccc(C(=O)CSc3nnnn3-c3ccccc3)cc2N1,3,4,12,-5,6,11,14,-12
Cc1ccc(-c2cc(C(=O)N/N=C/c3ccc([N+](=O)[O-])o3)c3ccccc3n2)o1,-98,-8,17,-7,-15,-12,14,14
O=C(Nc1ccccc1)C(=O)Nc1ccccn1,12,-4,-122,-93,4,-65,2,5
C/C(=C\C(=O)c1cccnc1)Nc1ccc(O)cc1,7,-17,-3,-36,-9,-20,3,-12
COc1ccc2cc(-c3ccccc3)ncc2c1,-19,7,-327,-202,-4,-125,0,-6
COc1ccc(C(=O)C[n+]2cccc(C(N)=O)c2)cc1,11,6,21,-4,-4,8,-3,-2
CCn1c(=N)n(CC(=O)c2cccc([N+](=O)[O-])c2)c2ccccc21,-10,17,-20,-21,7,-4,6,-7

# More structures.
SMILES,APJ antag,EBI2 block,697 NFkB inh,Jurkat NFkB inh,UBC13 polyUb,Gli-Sufu antag,CCR6 antagonist,CXCR6 block
Cc1ccc(CC(=O)Nc2nccs2)cc1C,4,8,-1,17,-2,-42,18,4
CC1CCC(N(C(=O)c2csnn2)C(C(=O)NC(C)(C)C)c2cccnc2)CC1 (stereo unspecified),4,-2,9,13,4,-2,-12,11
CCCn1c(SCC(=O)NC2CCCC2)nnc1C(C)C,6,7,7,-12,6,0,5,5
CC1(C)CC(=O)c2cn3ncnc3nc2C1,-7,-1,1,-17,6,7,10,2
CCOC(=O)c1ccc(N2C(=O)c3n[nH]c(C)c3C2c2ccc(O)cc2)cc1 (stereo unspecified),-2,11,14,-1,11,-25,23,15
CCN1CCN(C(=S)c2ccc([N+](=O)[O-])cc2)CC1,-6,-14,21,8,-2,-6,-7,6
COc1ccc(-c2noc(CN3CCN(C(=O)c4cccs4)CC3)n2)c(OC)c1OC,18,-1,-8,-4,-2,-9,16,3
Cc1cccc(-n2c(O)c(C=Nc3ccccc3-c3n[nH]c(=S)[nH]c3=O)c3ccccc3c2=O)n1,-6,-8,38*,6,-3,14,7,4
CCOC(=O)c1c(C)[nH]c(C(=O)COC(=O)[C@H](C)N2C(=O)C3CCCCC3C2=O)c1C (stereo partly specified),.,-1,.,.,.,1,-12,-10
COc1ccc(OC)c(NC(=S)NCc2ccc(S(N)(=O)=O)cc2)c1,-4,0,0,-25,5,22,2,9
O=C(COC(=O)Cc1c(F)cccc1Cl)NCc1ccc2c(c1)OCO2,11,-4,-17,-11,0,-2,5,0
Cn1cnnc1SCC(=O)Nc1ccc2nc(SCc3cccc4ccccc34)sc2c1,11,16,22,14,17,10,-2,-5
Cc1cc(=O)oc2cc(OCC(=O)N3CCN(c4ccc(F)cc4)CC3)ccc12,5,-1,-8,0,-8,4,9,-1
COc1ccccc1/C=C/c1nc(S(=O)(=O)c2ccccc2)c(NCCN(C)C)o1,2,-12,-4,-15,16,23,25,-9
C[C@@]12C(=O)N(Cc3ccccc3)CC(=O)N1[C@H](/C=C/c1ccccc1)[C@@H]1C(=O)N(c3ccccc3)C(=O)[C@@H]12,8,.,14,11,8,-6,0,.
COC(=O)C(Cc1cnc(Cl)s1)(C(=O)OC)c1ccc([N+](=O)[O-])cc1[N+](=O)[O-],-21,11,-8,5,-5,3,3,-5
CCCC(C)NC(=O)c1cccc(Oc2ccccc2)c1 (stereo unspecified),-6,-3,-10,-29,6,-19,15,7
COC(=O)c1ccc2c(c1)sc(=NC(=O)CCS(=O)(=O)c1ccccc1)n2C,20,8,4,5,1,-11,3,-4
COc1cc(-c2c(C#N)c(N)nc3c2CCCC3)ccc1O,6,-1,1,4,3,11,-3,-7
CCN(CC)C(=O)c1ccc2c(c1)N(Cc1ccccc1)C(=O)CS2=O (stereo unspecified),7,1,-16,-2,-9,-3,-5,1
COc1ccccc1CNC(=O)C(NS(=O)(=O)c1cccc2nsnc12)C(C)C (stereo unspecified),13,3,-1,6,-11,-2,13,0
CCOc1ccc2c(=O)c(-c3ccc4c(c3)OCCCO4)c(C)oc2c1,0,8,20,-15,-11,6,6,-15
Cc1ccccc1SCC(=O)OCC(=O)Nc1sccc1C(N)=O,-16,-2,20,-4,-7,-2,0,-4
Nc1nonc1/C(=N/O)N1CCN(CCO)CC1,3,-9,-1,-3,2,-2,-2,-6
CC(c1nccs1)N(C)C(=O)CCc1nnc(-c2ccc(-c3ccccc3)cc2)o1 (stereo unspecified),-3,-1,-7,-7,3,-5,0,-7

# (more compounds)
SMILES,APJ antag,EBI2 block,697 NFkB inh,Jurkat NFkB inh,UBC13 polyUb,Gli-Sufu antag,CCR6 antagonist,CXCR6 block
O=C(CCn1cnnn1)Nc1cccc(F)c1,1,-6,9,-11,4,-1,4,0
CCN(C(=O)CCS(=O)(=O)c1cccc2nonc12)c1ccc(C)c(C)c1,25,-2,9,-18,-1,-7,13,4
CC1=NNC(=O)C(CC(=O)Nc2ccc(Cl)c(Cl)c2)C1 (stereo unspecified),-4,-8,1,5,5,2,-3,-10
O=C(O)c1ccc(Oc2cccc([N+](=O)[O-])c2)cc1C(=O)O,13,-3,2,-13,1,-7,12,2
COc1ccccc1C1CC(=O)NC(C)=C1C(=O)OCC1CCCO1 (stereo unspecified),11,14,0,3,5,8,-7,-8
COc1ccc2nc(Nc3nc(CSc4nnnn4-c4ccccc4)cc(=O)[nH]3)nc(C)c2c1,7,2,-3,-9,-5,14,-2,8
CC1CCCCC1NC(=O)CSc1nnc(CC(=O)Nc2ccccc2F)n1C (stereo unspecified),0,-6,8,8,2,2,5,-1
CCOC(=O)C1(Cc2cccc(Cl)c2)CCCN(C(=O)c2ccc(COC)s2)C1 (stereo unspecified),9,8,-22,-11,-3,7,16,5
CCOC(=O)c1ccc(NC(=O)CSc2nnc(CCc3ccc(C)o3)n2-c2ccccc2)cc1,-14,18,15,0,2,-3,11,0
CCOC(=O)c1ccc(NS(=O)C23CC4CC(CC(C4)C2)C3)cc1 (stereo unspecified),-4,-17,-38,-18,-4,-13,0,-2
O=C(/C=C/c1cccc(Cl)c1)Nn1c(-c2cccs2)nc2ccccc2c1=O,12,6,13,9,-1,12,2,4
O=C(O)c1ccccc1SCC(=O)N1CCCCC1,-15,-8,-11,-12,-2,5,-24,2
Cc1ccc(N(CC(=O)Nc2ccc3c(c2)OCCO3)S(=O)(=O)c2c(C)n[nH]c2C)cc1,-20,-6,4,17,8,-7,4,3
